Screening data as filed in PubChem.
Gal4-VP16 FLuc = inhibits Gal4-VP16 luciferase reporter, ROR gamma counter-screen; Drosophila S2 Gal4-VP16 UAS-luciferase, luminescence, 20 h; Potency, µM (top dose mostly 53.6 µM), for inactives: top-dose activity, negative = inhibition, hits mostly inhibitors; 310,000 compounds, 3.5% hits; AID 2546;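 note: Gal4-VP16 expression switched on by copper sulfate through the metallothionein promoter; potency is the fitted concentration of half-maximal effect; % is set by controls: 0 for no effect and ±100 for the full control effect; nearly all actives have a fitted effect of over 50% in size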
BRCA1 expr up = BRCA1 expression activation | Potency, µM (series often up to 46.1 µM), for the others: at the highest dose activation, usual class: activators | 380,000 compounds, 1.1% hits | AID 624202 | MCF7-BRCA1-FFLuc reporter, luminescence, 48 h; response scale: scaled: vehicle 0%, 10 µM genistein 100%; note: potency is the fitted concentration of half-maximal effect; nearly all actives have a fitted effect of over 80% in size; some results filed as inactive show a strong effect at the top dose
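Using MCF7 cells harboring a BRCA1 firefly luciferase reporter, plated 2 h before compound pinning, the screen measured luminescence after 48 h incubation. Responses were normalized to DMSO and 10 microM genistein, then fitted for concentration-effect.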
ELG1 genotox = genotoxicity induction in ELG1-luciferase HEK293T cells; Potency, µM (titrated, usually from 46 µM), inactives show at the top dose activity change, positive = activation, most hits filed as activators; 330,000 compounds, 1.3% hits; HEK293T ELG1-luciferase reporter, luminescence, 16 h; AID 504466; note: potency is the fitted concentration of half-maximal effect; % of control where 0% means no effect; nearly all actives have a fitted effect of over 60% in size
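Genotoxicity was scored as increased ELG1-luciferase reporter signal, measured by ONE-Glo luminescence (30 min, room temperature). Compound or vehicle exposure of the HEK293T reporter cells lasted 16 hr at 37°C.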
NPC1 promoter act = activates the NPC1 promoter | Huh7 NPC1 promoter luciferase reporter, 24 h | Potency, µM (titrated, usually from 9.22 µM), without a hit: top-dose activation, actives largely listed as activators | 320,000 compounds, 2.4% hits | AID 485313;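 note: potency is the fitted concentration of half-maximal effect; % of control where 0% means no effect; nearly all actives have a fitted effect of over 60% in size; reporter is driven by a mutant NPC1 promoter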
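Luminescence read-out of NPC1 promoter-driven luciferase in stably transfected Huh7 cells; compounds delivered in DMSO and left 24 h at 37C, 5% CO2, qHTS titration format.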
p53 reactivation = mutant p53 re-activation in reporter cells; H1299 p53-A138V BP100-luciferase reporter, luminescence, 24 h; Potency, µM (doses to about 92.2 µM), for inactives: top-dose activity change, positive = activation, actives largely listed as activators; 320,000 compounds, 0.063% hits; note: potency is the fitted concentration of half-maximal effect; % of control where 0% means no effect; nearly all actives have a fitted effect of over 45% in size
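p53-null H1299 cells stably carrying temperature-sensitive p53-A138V and a BP100-luciferase reporter were pinned with compounds (4-point, 1:5 series) and held 24 hrs at 37 deg C. Luminescence was read 10 min after detection reagent.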
Rab9 promoter act = Rab9 promoter activation; Huh7 Rab9 promoter-luciferase reporter, luminescence, 24 h; Potency, µM (doses to about 9.22 µM), without a hit: top-dose activation, negative = inhibition, hits mostly activators; 320,000 compounds, 2.8% hits; AID 485297; note: potency is the fitted concentration of half-maximal effect; % of control where 0% means no effect; nearly all actives have a fitted effect of over 60% in size
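Using Huh7 cells stably transfected with Rab9 promoter–luciferase, compounds were incubated 24 h at 37 °C, 5% CO2; luciferase luminescence was read 10 min after reagent addition.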
FLuc counter = firefly luciferase modulation, counter-screen for miR-21 project | P08659 | purified FLuc, Km substrates, luminescence inhibition | Potency, µM (top dose mostly 57.5 µM), for the others: top-dose activity change, negative = inhibition, most hits filed as inhibitors | 360,000 compounds, 6.9% hits | AID 588342;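 note: potency is the fitted concentration of half-maximal effect; plate controls were vehicle for no effect and reference inhibitor for full effect; nearly all actives have a fitted effect of over 55% in size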
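Purified P. pyralis luciferase, 10 nM final, with Km-level 10 uM D-luciferin and 10 uM ATP in 50 mM Tris acetate pH 7.5, 10 mM Mg acetate, 0.01% Tween-20, 0.05% BSA; 6-point qHTS titration about 60 µM downward; luminescence read.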
RORgamma inh = blocks mouse ROR gamma transcriptional activity. P51450. Drosophila S2 Gal4-RORgamma UAS-luciferase reporter, 20 h. Potency, µM (top dose mostly 53.6 µM), for the others: at the highest dose activity change, negative = inhibition, actives largely listed as inhibitors. 310,000 compounds, 5.4% hits. AID 2551; note: potency is the fitted concentration of half-maximal effect; % is set by controls: 0 for no effect and ±100 for the full control effect; nearly all actives have a fitted effect of over 60% in size
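Luminescence from a UAS-regulated Photinus luciferase reporter in stably transfected Drosophila Schneider cells is measured; decreased signal marks ROR gamma inhibition. Fusion expression is induced by 700 uM copper sulfate for 20 hr.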
Menin-MLL TR inh = menin-MLL binding inhibition, Texas Red mutant peptide. Menin + Texas Red MLL mutant peptide, fluorescence polarization. Potency, µM (doses to about 61.6 µM), for the others: at the top dose FP activity change, negative = inhibition, actives largely listed as inhibitors. 270,000 compounds, 0.23% hits. AID 1768; active = well fitted inhibition curve with a large enough effect in the polarisation, with a control signal flat, not every such curve was filed as active; inconclusive = small, poorly fitted or top-dose-only effect, or effect the other way, or a change in a side signal; inactive = no such curve, though single readings can be large or run the other way; the % refers to the polarisation; note: potency is the fitted concentration of half-maximal effect; % of control where 0% means no effect; many of its hits are not listed in these tables
Target sequence (O00255 whole entry, looked up): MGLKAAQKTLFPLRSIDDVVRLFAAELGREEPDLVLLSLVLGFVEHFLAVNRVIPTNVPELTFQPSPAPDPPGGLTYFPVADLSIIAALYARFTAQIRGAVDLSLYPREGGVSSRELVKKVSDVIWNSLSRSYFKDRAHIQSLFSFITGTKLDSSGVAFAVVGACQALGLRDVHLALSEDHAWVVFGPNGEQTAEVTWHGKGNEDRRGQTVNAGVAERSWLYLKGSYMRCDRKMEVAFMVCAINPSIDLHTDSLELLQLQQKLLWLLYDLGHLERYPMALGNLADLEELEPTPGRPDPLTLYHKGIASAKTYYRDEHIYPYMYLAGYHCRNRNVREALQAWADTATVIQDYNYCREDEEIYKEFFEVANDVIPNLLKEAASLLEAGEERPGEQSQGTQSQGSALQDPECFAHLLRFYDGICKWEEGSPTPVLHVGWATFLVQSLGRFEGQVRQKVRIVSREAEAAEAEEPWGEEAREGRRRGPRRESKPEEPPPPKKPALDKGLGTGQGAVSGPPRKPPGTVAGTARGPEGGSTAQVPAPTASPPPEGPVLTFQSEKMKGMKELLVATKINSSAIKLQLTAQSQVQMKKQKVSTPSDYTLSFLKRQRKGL
Giardia kill = Giardia lamblia killing; Giardia lamblia trophozoite viability; activity change, % at 7.66 µM, hits read low; 340,000 compounds, 0.15% hits; AID 540267; in the data active = activity change below about -80%; inconclusive = between about -30% and that limit;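 note: parasites exposed to compound for two days anaerobically before the ATP read; % is set by controls: 0 for no effect and ±100 for the full control effect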
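Luminescence from cellular ATP indicates surviving trophozoites (100 cells/well) following 48 hrs anaerobic compound treatment at 37 deg C; signal develops 15-30 min at room temperature.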
PKM2 act = increases activity of human pyruvate kinase M2; P14618; AID 1631; 260,000 compounds, 0.34% hits; purified PKM2, Kinase-Glo ATP luminescence, activation; response scale: 0% is enzyme alone, no compound; Potency, µM (titrated, usually from 57.5 µM), for the others: top-dose activation, hits mostly activators; note: potency is the fitted concentration of half-maximal effect; % is set by controls: 0 for no effect and ±100 for the full control effect; nearly all actives have a fitted effect of over 55% in size
Target sequence (P14618 whole entry, looked up): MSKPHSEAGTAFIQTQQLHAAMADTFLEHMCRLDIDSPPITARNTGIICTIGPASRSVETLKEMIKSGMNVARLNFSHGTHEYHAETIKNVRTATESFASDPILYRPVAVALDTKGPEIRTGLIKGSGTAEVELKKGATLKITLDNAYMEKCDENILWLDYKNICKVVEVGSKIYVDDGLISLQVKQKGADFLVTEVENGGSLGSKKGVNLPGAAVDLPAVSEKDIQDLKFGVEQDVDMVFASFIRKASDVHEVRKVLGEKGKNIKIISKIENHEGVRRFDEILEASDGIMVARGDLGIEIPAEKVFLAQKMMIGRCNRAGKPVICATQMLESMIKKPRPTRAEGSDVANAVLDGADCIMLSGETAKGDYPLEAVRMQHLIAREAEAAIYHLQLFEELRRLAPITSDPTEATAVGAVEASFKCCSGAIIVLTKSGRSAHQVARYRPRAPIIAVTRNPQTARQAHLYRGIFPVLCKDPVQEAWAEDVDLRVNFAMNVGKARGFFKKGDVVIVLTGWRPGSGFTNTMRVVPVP
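Purified hPK-M2 (>95%) run at intermediate activity with 0.1 mM ADP and 0.5 mM PEP in 50 mM imidazole pH 7.2, KCl, MgCl2; 1 h room temperature. ATP formed read by Kinase-Glo luminescence; normalized to uninhibited and no-enzyme controls.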
* marks the source's active call; other numbers are inactive results; ? = inconclusive; / = not tested or not shown; & = joins results of further samples; [ ] = another dose, or the depositor's remark. Unless noted, calls come from the whole dose curve; as a rule, active = well fitted curve in the direction sought with a large enough effect; inconclusive = small, poorly fitted or top-dose-only effect, or another doubt; inactive = no such curve, though single readings can be large; an effect the other way counts as inactive or inconclusive.

SMILES	Gal4-VP16 FLuc	BRCA1 expr up	ELG1 genotox	NPC1 promoter act	p53 reactivation	Rab9 promoter act	FLuc counter	RORgamma inh	Menin-MLL TR inh	Giardia kill	PKM2 act
CCc1cccc(C)c1NC(=O)c1cc(-c2ccncc2)nc2ccccc12	/	-32.6%	-2.9%	-2.8%	-2.6%	-10.5%	5.7%	/	/	25.9	/
Cc1cc(C)cc(C(=O)NCC(=O)OCN2C(=O)c3ccccc3C2=O)c1	/	10.2%	2.7%	2.6%	1.1%	-0.8%	0.0%	/	/	14.1	/
CCC(=O)Nc1nnc(SCC(=O)Nc2ccc3c(c2)OCO3)s1	7.9%	-9.4%	0.8%	2.1%	-12.1%	1.0%	-4.4%	2.7%	/	-3.0	-1.1%
O=C1NC(c2ccc(-c3ccccc3[N+](=O)[O-])o2)C(C(=O)c2ccc(F)cc2)C(O)(C(F)(F)F)N1 (configuration not stated)	-11.7%	-54.9%	0.4%	-1.3%	-12.6%	-3.8%	-1.3%	19.4%	-12.1%	12.2	-2.3%
CCNC(=O)COC(=O)/C=C/c1ccccc1[N+](=O)[O-]	2.0%	-17.7%	3.5%	8.9%	2.8%	-2.1%	1.7%	29.3%	-1.8%	5.8	-14.4%
CCCN(CCC)C1=N/C(=C\c2ccco2)C(=O)N1c1ccccc1	-2.5%	-12.0%	-2.2%	0.8%	7.2%	0.9%	0.7%	-31.1%	-8.4%	3.7	9.0%
Cc1c(CN2CCC(CO)(CCOc3ccccc3)CC2)[nH]c2c(Cl)cccc12	-10.2%	-78.7%	0.3%	-3.5%	-8.0%	-0.7%	5.9%	?	4.7%	4.5	2.3%
O=C(c1ccccc1)c1nc2c(n1O)CCCCC2	-3.3%	0.0%	?	22.1%	11.7%	?	?	0.0%	-2.1%	-9.1	-8.2%
Cc1ccc(/C=C/C(=O)c2ccccc2O)cc1	3.0%	0.0%	?	18.0%	23.0%	19.6%	1.2µM*	-20.0%	/	10.5	-6.2%
COC(=O)N1C(=O)[C@@](Cc2ccccc2)(c2ccccc2)N1C(=O)OC	-2.1%	-17.8%	3.1%	-4.6%	-8.0%	-13.2%	-3.2%	?	-11.2%	8.4	0.4%
O=C(COc1cc(O)c2c(=O)cc(-c3ccccc3)oc2c1)c1ccc(F)cc1	8.3%	-2.1%	-1.0%	1.1%	10.3%	2.7%	-12.8%	9.7%	-24.5%	13.2	2.7%
Cn1ncc(Cl)c1C(=O)N1CCC(Cc2ccccc2)CC1	14.9%	1.0%	-1.7%	1.7%	-27.9%	-4.6%	-1.4%	0.4%	/	-17.7	22.4µM*
O=C1c2cccc3c(Cl)ccc(c23)C(=O)N1O	-17.8%	-24.7%	0.0%	-11.7%	4.0%	-13.0%	0.4%	-2.2%	-11.0%	2.2	-1.8%
N#Cc1ccccc1CSc1nc(N2CCCCC2)nc(N2CCCCC2)n1	/	-0.6%	0.1%	-0.9%	7.1%	-4.0%	6.5%	-16.9%[0.365 µM]	-3.1%	-2.4	3.1%
N#Cc1c(N)c2ccccn2c1C(=O)c1ccc(Br)cc1	5.8%	-21.2%	-7.0%	3.4%	1.0%	5.3%	-7.0%	24.5%	-1.7%	-19.3	/
CCN(CC)C(=O)CSc1nnc(CNc2ccc(F)cc2)n1Cc1ccco1	-1.1%	-46.4%	-4.6%	-1.4%	-1.3%	1.5%	3.7%[2.3 µM]	-6.7%	-28.1%	8.0	9.1%
CC(Cc1ccccc1)C(=O)N[C@@H](CO)Cc1ccccc1 (some centres not stated)	-15.0%&8.5%	-17.0%	-4.9%	0.9%	-4.1%	-2.5%	-0.7%	-15.3%&0.2%	-1.9%&3.7%	21.6	-11.3%&-0.1%
O=C1CSC(c2cccnc2)N1CC1CC1 (configuration not stated)	2.9%	0.6%	2.0%	-0.6%	-1.1%	0.6%	-3.3%	3.5%	/	-0.7	-0.7%
C[C@@H](C(=O)O)[C@@H]1C[C@@]1(C)[C@@H](NC(=O)OCc1ccccc1)c1ccccc1	5.5%&9.2%	0.0%	0.1%	-0.8%	0.8%	-6.4%	-2.0%	-0.7%&4.5%	9.3%&31.7%	-27.6	2.5%&3.3%
CCc1ccc(C(C)(O)C(CN2CCOCC2)c2ccccc2)cc1 (configuration not stated)	-4.1%	-16.5%	-1.9%	-1.3%	-5.7%	-0.2%	1.7%	25.4%	?	-22.3	/
CCCCNC(=O)c1c(CSc2ccc(Cl)cc2)noc1C(=O)NCCC	/	-3.3%	0.0%	-1.2%	1.0%	2.1%	4.7%	/	/	24.1	/
COc1ccc(/C=N/Nc2nncc3ccccc23)cc1	-8.6%	6.8%	0.259µM*	0.282µM*	?	0.199µM*	0.169µM*	-15.0%	1.8%	?	-41.9%
CCOC(=O)C(NC(C)=O)(NS(=O)(=O)c1ccccc1)C(F)(F)F (configuration not stated)	1.6%	7.2%	-6.0%	-0.5%	-1.9%	0.2%	-1.2%	-34.1%	1.1%	-9.0	0.0%
CCc1ccc2[nH]cc(C(=O)N3CCCCCC3)c(=O)c2c1	-2.4%	-0.7%	2.3%	-0.5%	6.8%	26.5%	0.8%	9.4%	18.7%	-16.1	-1.0%
Cc1ccc(S(=O)(=O)NCc2ccc(C(=O)NC3CCCCC3)cc2)cc1	-1.5%	3.0%	-2.4%	-0.5%	-0.8%	-1.7%	-0.5%	5.9%	/	-4.0	/
Cc1cccc(CN2CCN(CC(=O)NCCCN3CCCC3=O)C2=O)c1	-0.9%	1.8%	-0.7%	1.8%	-0.1%	-2.9%	-1.0%	-20.7%	-0.2%	16.8	2.2%
COCCNCC(=O)N1c2ccccc2Sc2ccccc21	-6.7%	2.4%	-4.4%	-1.1%	/	-0.3%	0.3%	-16.1%	-10.7%	?	1.8%[11.5 µM]
Cc1ccc(C)c(C(=O)CSc2nc(N)cc(=O)[nH]2)c1	5.2%	-0.1%	-2.4%	-3.0%	4.1%	1.9%	4.9%	-20.4%	-6.0%	21.8	-0.7%
Cc1cc(C)c2c(n1)nn1c(NCCCn3ccnc3)cc(C)nc21	0.7%	/	3.3%	-2.0%	-5.3%	-0.8%	2.3%	-23.3%	8.1%	/	1.6%
Cc1c(CCO)sc[n+]1CC(=O)OC12CC3CC(CC(C3)C1)C2	-7.3%	-10.9%	-1.6%	-1.3%	0.9%	2.1%	10.3%	17.4%	-5.5%	-13.8	3.5%
Cn1c(N2CCOCC2)c(C=O)c2ccccc21	8.6%	10.1%	-4.1%	-3.9%	6.0%	-2.1%	-2.7%	2.0%	4.0%	23.0	/
CC(=O)N1CC(=O)N=C1SCC(=O)Nc1nc(-c2ccccc2)c(-c2ccccc2)s1	7.94µM*	-37.8%	-0.6%	-1.5%	1.3%	-4.6%	-1.3%	7.08µM*	28.0%	12.7	6.9%
COc1ccccc1N1CCN(C(=O)CCNS(=O)(=O)c2ccc3c(c2)CCC(=O)N3)CC1	/	-11.0%	-7.7%	-1.8%	-8.0%	0.6%	4.8%	-21.3%[0.365 µM]	14.6%	-8.2	-7.9%
C=CCNC(=O)c1ccccc1S(=O)c1ccccc1C#N (configuration not stated)	-11.8%	-0.3%	-0.4%	-4.5%	5.3%	-3.1%	4.9%	8.2%	7.9%	-3.2	1.0%
CC(C)(C)N=C(NS(=O)(=O)c1cccs1)c1ccccc1	/	2.7%	0.0%	-0.8%	/	0.4%	-1.5%	/	8.4%	?	-0.2%
CCn1cc(Br)c(C(=O)Nc2sc3c(c2C(N)=O)CCCC3)n1	-24.5%	37.5%	11.8%	-3.2%	7.8%	15.4%	5.4%	-0.1%	/	-19.3	2.0%
CN(C)CCN1CCc2ccccc21	2.0%	1.7%	/	/	/	/	1.0%	-11.7%	-29.3%	-26.7	-1.3%
COc1ccnc(Nc2cccc(C)c2)c1C#N	-11.0%	2.9%	0.1%	-4.8%	-2.9%	3.0%	-1.9%	4.9%	-12.1%	3.1	-5.3%
COc1ccc(S(=O)(=O)N2CCCCC2)cc1NC(=O)C1CCCO1 (configuration not stated)	9.1%	-20.9%	-0.9%	-2.1%	-3.4%	1.5%	-1.4%	-5.2%	-1.9%	-0.1	-37.0%
COC(=O)c1[nH]c2ccc(Br)cc2c1NC(=O)Oc1ccccc1	7.6%	?	10.0%	?	15.5%	8.5%	-16.5%	22.2%	?	-18.1	3.7%
Cc1cc(C(F)(F)F)nn1C(=O)c1cccnc1Cl	-4.8%	-9.3%	-1.6%	-0.5%	0.7%	-3.7%	2.9%	-8.5%	-13.0%	-9.9	-4.8%
CCN1CCN(C(=O)Cn2ncc3c([nH]c4ccc(C)cc43)c2=O)CC1	3.4%	-1.9%	-0.1%	-2.7%	1.7%	0.4%	4.2%	-1.5%	/	-2.3	/
CN(C(=O)CSc1cc(C(=O)c2nccn2C)c2ccccc2n1)c1ccccc1	-2.7%	-83.5%	-5.4%	3.2%	8.2%	-0.5%	5.5%	33.4%	/	-18.6	10.6%

The list is partial; rates above refer to the full screens.
